# TRb-SRC2 inh – qHTS for Inhibitors of the Interaction of Thyroid Hormone Receptor and Steroid Receptor Coregulator 2. Potency, µM (highest dose often 106 µM), for inactives: at the top dose activity change, negative = inhibition, usual class: inhibitors. TRbeta-SRC2 peptide binding, fluorescence polarization; receptor liganded with 1 µM T3. actives 0.065% (n = 280,000);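 also: plate controls were bound peptide for no effect and peptide without receptor for full effect; nearly all actives have a fitted effect of over 50% in size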
# Target sequence (P10828 whole entry, looked up): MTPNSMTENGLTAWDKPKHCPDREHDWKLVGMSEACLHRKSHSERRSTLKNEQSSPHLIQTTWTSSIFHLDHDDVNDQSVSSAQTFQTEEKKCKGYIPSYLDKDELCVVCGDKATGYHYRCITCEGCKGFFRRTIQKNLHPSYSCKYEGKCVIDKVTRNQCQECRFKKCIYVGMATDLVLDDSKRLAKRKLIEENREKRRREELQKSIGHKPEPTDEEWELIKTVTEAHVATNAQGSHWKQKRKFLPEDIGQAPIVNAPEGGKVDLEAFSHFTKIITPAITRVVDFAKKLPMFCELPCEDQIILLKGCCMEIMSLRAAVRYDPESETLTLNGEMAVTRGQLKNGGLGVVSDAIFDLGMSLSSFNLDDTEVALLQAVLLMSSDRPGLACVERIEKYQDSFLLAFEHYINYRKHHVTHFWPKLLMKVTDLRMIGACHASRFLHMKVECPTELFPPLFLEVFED
#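 Fluorescence polarization of 20 nM Texas Red SRC2 peptide with 0.6 uM human TRb ligand-binding domain, in Tris buffer with 1uM T3 and 5% DMSO. Incubated 5 hr ambient; normalized to unbound and bound controls.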
# Tau ThT inhib – qHTS for Inhibitors of Tau Fibril Formation, Thioflavin T Binding; recombinant tau K18 P301L, heparin-induced fibrillization, ThT fluorescence; Potency, µM (highest dose often 57.4 µM), without a hit: top-dose activity, negative = inhibition, most hits filed as inhibitors; actives 2.1% (n = 270,000); also: nearly all actives have a fitted effect of over 55% in size
# Target sequence (P10636 561-689 P618L limits assumed): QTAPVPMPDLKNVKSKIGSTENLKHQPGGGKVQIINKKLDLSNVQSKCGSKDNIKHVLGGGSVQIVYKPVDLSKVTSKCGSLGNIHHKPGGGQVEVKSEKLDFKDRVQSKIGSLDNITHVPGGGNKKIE
#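 Fibril formation assay: tau K18 P301L at 15 uM with trace Alexa 594 label, heparin inducer 20 uM, pH 7 sodium acetate buffer, 37 C for 6 hr; endpoint ThT signal.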
# RECQ1 inh – qHTS Assay for Inhibitors of RecQ-Like Dna Helicase 1 (RECQ1); Potency, µM (highest dose often 57.3 µM), inactives show top-dose activity, negative = inhibition, usual class: inhibitors; ATP-dependent DNA helicase Q1 (Homo sapiens), P46063; AID 2549, 2010; RECQ1 DNA unwinding, red fluorescence kinetic read; actives 0.54% (n = 240,000);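 also: plate controls were vehicle for no effect and no enzyme for full effect; nearly all actives have a fitted effect of over 30% in size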
#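 50 nM RECQ1T1 preincubated 15 min with compound in Tris pH 8.0 buffer with MgCl2, DTT, Tween-20 and 2.5 ug/ml poly(dI-dC); started with 200 nM TAMRA/BHQ-2 forked duplex and 2 mM ATP. Unwinding read as fluorescence (525/598 nm), two reads 2 h apart.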
# TexasRed fluor – Total Fluorescence Counterscreen for Inhibitors of the Interaction of Thyroid Hormone Receptor and Steroid Receptor Coregulator 2 | Potency, µM (titrated, usually from 106 µM), inactives show at the highest dose fluorescence change, negative = quenching | TRb/SRC2 Texas Red total fluorescence interference | AID 1479, 2009 | actives 0.29% (n = 280,000); active = well fitted curve in either direction with a large enough effect; inconclusive = small, poorly fitted or top-dose-only effect
#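 Flags fluorescent or light-absorbing compounds by total fluorescence, S + 2P, at 555 nm excitation and 632 nm emission. Mixture: 20 nM Texas Red SRC2 peptide, 0.6 uM human TRb LBD, 1 uM T3, 5% DMSO; compound exposure 5 h at ambient temperature.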
# L3MBTL1 block – qHTS Assay for the Inhibitors of L3MBTL1 | Lethal(3)malignant brain tumor-like protein 1 (Homo sapiens), Q9Y468 | AlphaScreen L3MBTL1–H3K9me1 peptide binding | Potency, µM (top dose mostly 57.1 µM), without a hit: at the highest dose activity, negative = inhibition, hits mostly inhibitors | actives 0.66% (n = 230,000) | AID 485360, 2010; also: nearly all actives have a fitted effect of over 60% in size
#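 Read-out is AlphaScreen signal from streptavidin donor and nickel chelate acceptor beads (10 ug/mL final each) bridging L3MBTL1 (50 nM) and biotinylated K9-monomethylated H3(1-15) peptide (75 nM), after 30 min compound exposure at room temperature.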
# RGS12 GoLoco inh – qHTS Assay for Inhibitors of RGS12 GoLoco Motif Activity (Red Fluorophore); Guanine nucleotide-binding protein G(i) subunit alpha-1 (Homo sapiens), P63096; Gai1:RGS12 GoLoco peptide FP, rhodamine, 10 min; Potency, µM (doses to about 61.6 µM), inactives show at the highest dose activity, negative = inhibition, usual class: inhibitors; actives 0.44% (n = 230,000); active = well fitted inhibition curve with a large enough effect, not every such curve was filed as active; inactive = no such curve, though single readings can be large or run the other way; also: nearly all actives have a fitted effect of over 30% in size; many of its hits are not listed in these tables
# JMJD2E inh – qHTS Assay for Inhibitors of Human Jumonji Domain Containing 2E (JMJD2E); JMJD2E catalytic domain, FDH-coupled NADH fluorescence (FDH is formaldehyde dehydrogenase); Potency, µM (highest dose often 57.1 µM), without a hit: top-dose activity change, negative = inhibition, usual class: inhibitors; actives 1.6% (n = 230,000); AID 2147, 2009; active = well fitted inhibition curve with a large enough effect, not every such curve was filed as active; inconclusive = small, poorly fitted or top-dose-only effect, or another doubt; inactive = no such curve, though single readings can be large or run the other way;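 also: 0% = wells with enzyme and -100% = buffer wells without enzyme; nearly all actives have a fitted effect of over 50% in size; many of its hits are not listed in these tables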
# Target sequence (B2RXH2 1-337 limits assumed): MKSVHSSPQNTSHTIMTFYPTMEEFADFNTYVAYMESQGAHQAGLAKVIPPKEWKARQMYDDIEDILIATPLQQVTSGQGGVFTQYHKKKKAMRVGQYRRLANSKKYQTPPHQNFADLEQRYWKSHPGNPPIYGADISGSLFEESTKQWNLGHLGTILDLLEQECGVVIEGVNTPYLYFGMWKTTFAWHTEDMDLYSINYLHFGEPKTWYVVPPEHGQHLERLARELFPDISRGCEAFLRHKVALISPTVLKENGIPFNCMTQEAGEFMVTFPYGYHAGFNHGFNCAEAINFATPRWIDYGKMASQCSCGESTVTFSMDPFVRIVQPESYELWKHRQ
# Tau FP inhib – qHTS for Inhibitors of Tau Fibril Formation, Fluorescence Polarization | Microtubule-associated protein tau (Homo sapiens), P10636 | K18 P301L tau heparin fibrillization, Alexa594 FP, 6 h | Potency, µM (top dose mostly 57.7 µM), inactives show at the highest dose activity, negative = inhibition, most hits filed as inhibitors | actives 0.39% (n = 280,000) | AID 1468, 2008; also: nearly all actives have a fitted effect of over 55% in size
#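 Compound effects on tau fibrillization are measured by Alexa 594 fluorescence polarization (ex 555, em 632 nm). K18 P301L tau is used at 15 uM with 0.24 uM labeled tracer, and 20 uM heparin induces aggregation over 6 hr at 37 C.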
# Starred values were filed as active, the others as inactive; i = inactive; ? = inconclusive; nt = not tested or not shown; & = joins results of further samples; [ ] = another dose, or the depositor's remark. Unless noted, calls follow the shape of the dose curve; as a rule, active = well fitted curve in the direction sought with a large enough effect; inconclusive = small, poorly fitted or top-dose-only effect, or another doubt; inactive = no such curve, though single readings can be large; an effect the other way counts as inactive or inconclusive. Unless noted, % is scaled to controls: 0 for no effect and ±100 for the full control effect; potency is read from the fitted curve at half-maximal effect.
# Sample of the layout:
SMILES,TRb-SRC2 inh,Tau ThT inhib,RECQ1 inh,TexasRed fluor,L3MBTL1 block,RGS12 GoLoco inh,JMJD2E inh,Tau FP inhib
COC(=O)c1ccncc1C(=O)Nc1ccc(OC)cc1,-1%,-1%,-7%,-3%,18%,-1%,-24%,6%
COc1cc(CCC(=O)OCC(=O)Nc2c(C)cc(C)cc2C)cc(OC)c1OC,-1%,-10%,-1%,2%,1%,2%,1%,-2%
O=C(COC(=O)CNS(=O)(=O)/C=C/c1ccccc1)Nc1cc(S(=O)(=O)N2CCCCC2)ccc1Cl,7%,4%,i,1%,3%,15%,-3%,-9%
CCN(CC)S(=O)(=O)c1ccc(Nc2nc3ccccc3n3nnnc23)cc1,7%,-4%,3%,-2%,nt,7%,?,18%
COc1ccc(C2C(C(=O)OCC(=O)N3CCCCC3)CCC(=O)N2c2ccc(OC)cc2)cc1 (stereo not given),2%,-5%,-12%,-1%,-2%,-20%,-3%,3%

# Main list, from the first entry:
SMILES,TRb-SRC2 inh,Tau ThT inhib,RECQ1 inh,TexasRed fluor,L3MBTL1 block,RGS12 GoLoco inh,JMJD2E inh,Tau FP inhib
COC(=O)c1ccncc1C(=O)Nc1ccc(OC)cc1,-1%,-1%,-7%,-3%,18%,-1%,-24%,6%
COc1cc(CCC(=O)OCC(=O)Nc2c(C)cc(C)cc2C)cc(OC)c1OC,-1%,-10%,-1%,2%,1%,2%,1%,-2%
O=C(COC(=O)CNS(=O)(=O)/C=C/c1ccccc1)Nc1cc(S(=O)(=O)N2CCCCC2)ccc1Cl,7%,4%,i,1%,3%,15%,-3%,-9%
CCN(CC)S(=O)(=O)c1ccc(Nc2nc3ccccc3n3nnnc23)cc1,7%,-4%,3%,-2%,nt,7%,?,18%
COc1ccc(C2C(C(=O)OCC(=O)N3CCCCC3)CCC(=O)N2c2ccc(OC)cc2)cc1 (stereo not given),2%,-5%,-12%,-1%,-2%,-20%,-3%,3%
COc1cccc(CN2CCN(C(=O)c3cc(-c4ccccn4)nc4ccc(Cl)cc34)CC2)c1,-9%,?,i,-4%,-27%,32%[activator],-7%,4%
Cc1c(N=C2NC(=O)/C(=C/c3ccc(O)cc3)S2)c(=O)n(-c2ccccc2)n1C,1%,?,-7%,3%,-1%,1%,12%,-10%
Clc1ccc(SCc2cn3cccnc3n2)cc1,-7%,-16%,?,1%,2%,-7%,-5%,2%
Cc1cccc(NC(=O)Cn2c(=O)n(Cc3ccc4c(c3)OCO4)c(=O)c3oc4ccccc4c32)c1C,5%,13%,nt,-1%,nt,nt,nt,-7%
O=C(O)C1Cc2ccccc2CN1S(=O)(=O)c1ccc2ccccc2c1 (stereo not given),9%,-5%,-8%,0%,nt,-5%,-1%,3%
O=S(=O)(NCC1CCCO1)c1ccc(S(=O)(=O)N2CCc3ccccc3C2)cc1 (stereo not given),3%,-16%,-2%,-3%,2%,1%,-4%,2%
CN1CCN(C(=O)c2cnn(-c3cccc(Cl)c3)c2C2CCN(C(=O)OC(C)(C)C)CC2)CC1,-9%,-11%,nt,-2%,nt,nt,nt,-5%
CN(C(=O)COC(=O)c1cnc(Cl)c(Cl)c1)C1CCS(=O)(=O)C1 (stereo not given),1%,-1%,-2%,1%,-16%,-8%,14%,8%
O=S(=O)(Nc1ccc(S(=O)(=O)N2CCOCC2)cc1)c1ccccc1,3%,0%,6%,0%,3%,8%,5%,-3%
O=C(Nc1ccccc1)c1cc2ccc3ccccc3c2s1,-7%,nt,20%,-1%,nt,2%,?,?
CC(=O)Nc1ccc2nc(-c3ccncc3)[nH]c2c1,-21%,7%,i,2%,nt,1%,?,-2%
CCN(CC)c1ccc(NC(=O)CN2CCN(S(=O)(=O)c3cc(Cl)ccc3OC)CC2)cc1,5%&-1%,-16%&-20%,-7%,-1%&3%,nt,-2%,-11%,18%&-6%
Cc1ccc([N+](=O)[O-])c2c1C(N1CCCCC1)C(C)(C)O2 (stereo not given),3%,-4%,i,1%,9%,-2%,10%,0%
COc1ccc(N2CCN(S(=O)(=O)Cc3ccccc3)CC2)cc1,0%,-24%,-14%,-6%,nt,6%,2%,8%
CC(C)CNc1ncnc2c1sc1nc(N3CCOCC3)c3c(c12)CC(C)(C)OC3,0%,-11%,-15%,-3%,-3%,5%,-4%,-4%
O=C(C1CCCN(S(=O)(=O)c2cccc3nsnc23)C1)N1CCCCCC1 (stereo not given),5%,3%,-4%,-4%,nt,-2%,2%,3%
CCOC(=O)c1sc(-c2ccccc2)cc1NC(=O)Nc1ccccc1,-7%,-4%,-9%,2%,13%,-2%,-7%,?
Cc1noc(Cn2c(=O)c3cc4c(cc3n(CC(=O)Nc3ccc(C(C)C)cc3)c2=O)OCO4)n1,0%,?,nt,-1%,nt,nt,nt,?
O=C(CC1C(=O)NCCN1Cc1cccc(Oc2ccccc2)c1)NCCc1cscn1 (stereo not given),-5%,-15%,i,-1%,-4%,5%,?,1%
Cc1ccc(S(=O)(=O)Nc2nsc(N)n2)cc1,-22%,11µM*,i,0%,5%,7%,1%,18µM*
# Additional entries follow:
SMILES,TRb-SRC2 inh,Tau ThT inhib,RECQ1 inh,TexasRed fluor,L3MBTL1 block,RGS12 GoLoco inh,JMJD2E inh,Tau FP inhib
Cc1ccc2cccc(NC(=O)COc3cc(C)c(Cl)c(C)c3)c2n1,6%,6%,nt,3%,nt,nt,nt,-1%
O=C(CN(Cc1ccccc1)S(=O)(=O)c1cccc(C(F)(F)F)c1)NC1CCCCC1,-4%,-7%,-2%,2%,-1%,-3%,-1%,6%
CCOC(=O)C(C(=O)OCC)N(C#N)c1nc(N(C)C)nc(N(C)C)n1,5%,-3%,i,-2%,11%,6%,9%,-2%
CCn1c(CNc2ccc(Cl)cc2)nnc1SCc1ccccc1,-5%,-9%,i,-5%,nt,7%,5%,9%
Oc1ccc(Br)cc1C=Nc1ccc2c3c(cccc13)CC2,5%,?,-3%,-2%,1%,70%[activator],?,-5%
CCc1cc(C(=O)NCc2ccccc2)no1,5%,-1%,nt,-7%,nt,nt,nt,-2%
Cc1ccc(-c2nc3ccccc3c(=O)n2-c2c(C)n(C)n(-c3ccccc3)c2=O)cc1,-1%,-5%,-5%,0%,9%,2%,3%,7%
COc1ccccc1OCCC(=O)Nc1cccc(S(=O)(=O)N2CCCCC2)c1,-3%,1%,-4%,0%,2%,2%,3%,-2%
CCOCCOCN(C#N)c1nc(OC)nc(N(C)C)n1,-1%,1%,i,-5%,nt,13%,9%,-3%
Cc1ccc(N(C(=O)C2CCCC2)C2C=CS(=O)(=O)C2)cc1 (stereo not given),0%,-5%,-2%,-3%,2%,-5%,-1%,1%
Cc1ccc(-c2nc3n(n2)C(c2ccccc2C)C=C(c2ccc(Cl)cc2)N3)cc1 (stereo not given),-9%,-13%,nt,9%,nt,nt,nt,?
COc1ccccc1NC(=O)CN1C(=O)C(C)SC(C)C1=O (stereo not given),6%,1%,-1%,14%,5%,-3%,-2%,-2%
Cc1ccc(CN2C(=O)CSc3ccc(C(=O)NCCN4CCOCC4)cc32)cc1,1%,-8%,-1%,-2%,3%,5%,3%,7%
CC(NC(=O)C1CCCCC1)C(c1cccs1)N1CCN(C)CC1 (stereo not given),-1%,4%,i,-4%,nt,2%,-20%,-7%
Cc1occc1C(=O)N1CCN(c2ccccc2)CC1,-7%,-7%,-6%,-1%,-7%,1%,0%,1%
COc1cc2c(cc1NC(=O)CN(C)Cc1nc3ccccc3c(=O)[nH]1)oc1ccccc12,-3%,?,-3%,-1%,0%,12%,?,-1%
Cc1n[nH]c(C)c1S(=O)(=O)N(CC(=O)NC(C)c1ccccc1)c1ccc(C(C)C)cc1 (stereo not given),-4%,-8%,nt,-1%,nt,nt,nt,-4%
O=C(Nc1ccc(N2CCOCC2)cc1)C1CC(=O)N(c2ccc(F)cc2)C1 (stereo not given),-4%,-1%,i,1%,7%,13%,?,-12%
CCCCOc1ccc(S(=O)(=O)NCc2csc(C)n2)cc1,-3%,0%,-6%,-1%,-2%,-1%,-4%,8%
O=C(Nc1ccncc1)c1cccc(F)c1,-7%,3%,i,0%,nt,4%,16%,-1%
CCOC(=O)N1CCc2c(sc3nc4n(c(=O)c23)N=C(C)CS4)C1,9%,-14%,-6%,-2%,2%,0%,?,3%
CCOC(=O)C1=C(C)OC(N)=C(C#N)C1c1c(C)nn(-c2ccccc2)c1Cl (stereo not given),-12%,?,1%,0%,-10%,7%,?,-11%
CC(C)CNC(=O)CC(NCC(C)C)C(=O)O (stereo not given),5%,4%,12%,0%,-12%,-5%,8%,10%
O=C(NCC1CCCO1)c1sc2ccccc2c1Cl (stereo not given),-2%,-1%,-3%,4%,2%,2%,-4%,7%
CCc1nc2ccccc2c(C(=O)OC2CCOC2=O)c1C (stereo not given),-3%,-4%,-5%,-2%,6%,-11%,3%,-6%
Nc1c(C(=O)c2ccc(Cl)cc2)sc2c1c(=O)[nH]c(=O)n2-c1ccccc1,-3%,-9%,-8%,-5%,4%,nt,-8%,-14%
O=C(CSc1ccc2c(c1)OCCO2)NCC1CCCO1 (stereo not given),-22%,-4%,-9%,0%,-9%,-3%,-10%,5%
CCc1ccccc1OCC(=O)NC1CCCC1,4%,-13%,i,1%,17%[11.4 µM],8%,7%,-4%
CN(C)S(=O)(=O)c1cccc(NC(=O)CCSc2ccc(Cl)cc2)c1,10%[53 µM],3%,-15%,-2%[53 µM],1%,0%,6%,?
Cc1occc1C(=O)NNC(=S)Nc1ccccc1,-3%,-5%,3%,1%,-4%,-3%,0%,-3%

# Source: PubChem (National Center for Advancing Translational Sciences (NCATS))

# Only part of the results is shown; count on the stated rates, not on these rows.
